# E-selectin induc: E-selectin induction in HUVECs, primary screen, imaging, HUVEC, immunofluorescence imaging, single point. hit rate 0.37% among 260,000. normalized: neutral wells 0, TNF-alpha wells 100. AID 686992, 2013. activation, % at 7.58 µM;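 active = mean E-selectin-positive cell signal at least 10% of the positive control, reached in at least 60% of replicates, without over 20% cell loss; inconclusive = no rule given, readout overlaps actives, possibly toxicity-flagged; inactive = the rest, including those meeting only one limit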;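 note: in these data hits start at about 27%; measured in HUVEC primary endothelial cells; signal is the percent of cells scored E-selectin positive by PE staining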
# Target sequence (P16581 whole entry, looked up): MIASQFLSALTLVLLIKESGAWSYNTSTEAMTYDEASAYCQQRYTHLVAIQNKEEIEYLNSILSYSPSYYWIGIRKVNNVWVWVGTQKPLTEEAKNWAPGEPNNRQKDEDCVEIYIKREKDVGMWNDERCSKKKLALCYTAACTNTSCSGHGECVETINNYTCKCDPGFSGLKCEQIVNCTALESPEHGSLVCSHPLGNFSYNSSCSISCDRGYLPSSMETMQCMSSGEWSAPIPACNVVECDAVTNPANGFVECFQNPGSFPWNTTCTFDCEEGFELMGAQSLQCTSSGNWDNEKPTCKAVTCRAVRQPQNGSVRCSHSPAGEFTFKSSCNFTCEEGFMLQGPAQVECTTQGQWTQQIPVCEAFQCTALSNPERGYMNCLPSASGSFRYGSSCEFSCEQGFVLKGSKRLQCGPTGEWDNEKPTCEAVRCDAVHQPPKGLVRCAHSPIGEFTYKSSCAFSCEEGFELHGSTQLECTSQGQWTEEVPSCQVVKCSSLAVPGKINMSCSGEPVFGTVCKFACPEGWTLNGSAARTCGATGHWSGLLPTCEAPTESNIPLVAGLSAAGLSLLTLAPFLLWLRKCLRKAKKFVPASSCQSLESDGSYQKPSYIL
#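 Read-out basis: % PE-positive cells; Test system: HUVEC primary endothelial cells; Technique: immunofluorescence imaging; Dosing: single-point compound dose.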
# XiGFP reactiv: activators of inactive X chromosome reactivation, primary screen, imaging, XiGFP fibroblasts, GFP high-content imaging, set 2; XiGFP mouse fibroblasts, % GFP-positive cells imaging, 3 d; cells co-treated with 5-aza-dC sensitizer; scaled so ellipticine positive control = 100%; activation, % at 7.58 µM; hit rate 0.055% among 360,000; AID 743238, 2013;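 active = mean normalized replicate activation at least 10% and every replicate at or above 10%; inconclusive = only one of the two criteria met; inactive = mean below 10% and not all replicates reach 10%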;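 note: 0% = median of on-plate neutral control wells and 100% = ellipticine 6 µM median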
#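 Material: XiGFP fibroblasts, SV40-immortalized; Buffer or medium: DMEM containing 5-aza-dC; Compound dosing: single point; Times: 3 days compound exposure.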
# FN deposition inh: inhibitors of fibronectin matrix deposition, primary screen, AH1F cells, Alexa488-fibronectin fluorescence, plate reader | AH1F fibroblasts, overnight | inhibition, % at 12.6 µM | hit rate 0.086% among 350,000 | AID 743247, 2014;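 active = mean inhibition across replicates of 30% or more, regardless of how many single replicates reach that level; inconclusive = mean under 30% yet at least half of replicates reach 30%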;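 note: positive control wells lacked labelled fibronectin entirely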
#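 Material: AH1F fibroblast monolayer depositing Alexa488-labelled fibronectin into matrix | Input: 10000 AH1F cells/well | Medium: DMEM plus 2% serum, read in PBS | Reagent: Alexa488-fibronectin, 24 nM final in well | Compound dosing: One dose per compound, pinned | Schedule: 1 h adhesion, overnight exposure | Measured by: Fluorescence at 485 nm excitation, 525 nm emission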
# esBAF inh: Bmi1 luciferase reporter increase in mESCs, primary screen, esBAF inhibitor project, mouse ES cells, Bmi1 luciferase knock-in, single point | 24 h; 100% = twice the neutral-well signal | reporter increase, % at 12.5 µM | hit rate 2% among 350,000 | AID 602393, 2012; in the data active = activation above about 40%; inconclusive = no clear call, values can overlap the other calls;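 note: 0% = median of the plate's neutral control wells and 100% = double that signal; a rise in the Bmi1 reporter signal indicates esBAF inhibition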
# S100A4 MyoIIA: inhibitors of S100A4-myosin IIA peptide binding, primary screen, biochemical, fluorescence polarization, TAMRA-MyoIIA peptide. inhibition, % at 10.7 µM. hit rate 0.14% among 360,000;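 active = mean inhibition of at least 70% across replicates, with every replicate also reaching that level; inconclusive = mean inhibition reaches 70% but some replicates fall short; inactive = mean inhibition below 70%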
# Target sequence (P26447 whole entry, looked up): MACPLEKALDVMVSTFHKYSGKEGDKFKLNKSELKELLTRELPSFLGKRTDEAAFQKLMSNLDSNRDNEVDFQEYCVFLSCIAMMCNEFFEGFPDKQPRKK
#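 Material: S100A4 monomer protein | Medium: HEPES pH 7.2 with CaCl2, KCl, NaCl, DTT, Triton | Reagent: Labelled myosin peptide probe, 5 nM | Doses: One dose per compound | Times: 5 min incubation before reading | Benchmarks: Neutral control DMSO, positive control TFP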
# RAD54 branch: inhibitors of human RAD54 branch migration, primary screen, biochemical, fluorescence, single point. AID 602329, 2012. inhibition, % at 10.4 µM. DNA repair and recombination protein RAD54-like (Homo sapiens), Q92698. RAD54 Holliday junction branch migration, FAM/BHQ fluorescence. hit rate 0.14% among 360,000;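 active = mean normalized replicate activity at least 40 and at least half of replicates scoring 40 or more; inconclusive = only one of the two criteria met; inactive = mean below 40 and under half of replicates reaching 40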;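 note: 0% = median of neutral control wells and 100% = median of positive control wells; inhibitors cause a drop in the FAM fluorescence signal; in these data hits start at about 50%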
# RAD52 anneal inh: RAD52 DNA annealing inhibitors, primary screen, biochemical, FRET, single point, set 2 | recombinant RAD52 DNA annealing, FRET fluorescence | inhibition, % at 18.7 µM | hit rate 0.46% among 360,000 | AID 651710, 2012;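 active = every replicate showing at least 50% inhibition; inconclusive = mean inhibition at least 50% but not in every replicate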
# EWS-Fli block: EWS/Fli-driven NR0B1 reporter inhibitors, primary screen, A673 cells, NR0B1 luciferase, luminescence, MLPCN library. inhibition, % at 12.6 µM. viability-normalised. hit rate 0.67% among 350,000. AID 651661, 2012;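 active = mean inhibition of at least 50% after viability correction, with every replicate also passing that limit; inconclusive = mean reaches 50% but only one of two replicates passes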;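 note: firefly luciferase signal divided by Alamar Blue viability fluorescence both relative to DMSO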
# * marks the source's active call; other numbers are inactive results; i = inactive; ? = inconclusive; . = not tested or not shown; & = joins results of further samples.
SMILES,E-selectin induc,XiGFP reactiv,FN deposition inh,esBAF inh,S100A4 MyoIIA,RAD54 branch,RAD52 anneal inh,EWS-Fli block
Cn1c(=O)c2sccc2n2c(CCCC(=O)Nc3ccccc3)nnc12,.,0.5,17,-7,1,-15,-4,2
COc1ccc([C@H](OC)[C@@]2(Cc3ccc(O)cc3)N=C(N)N(C)C2=O)cc1,-0.1,0.0,2,-1,-1,8,-2,-1
O=C1CCCc2nc3c(cc21)C(O)Oc1c-3ccc2ccccc12 (stereo not given),5.1,0.0,-13,.,4,.,-21,-49
COc1ccc(N(CC(=O)NC2CCCC2)C(=O)Cn2nnc(-c3ccc(F)cc3)n2)cc1,-0.2,0.6,4,3,-3,-5,-14,2
O=C(Cn1c(-c2ccccn2)nc2ccccc21)N/N=C/c1ccccn1,.,0.3,.,.,-4,.,-21,-2
COCc1cc(NCc2ccc(Cl)cc2)nc(C)n1,.,0.2,-5,2,-1,5,-1,-4
CN(C)S(=O)(=O)c1cccc(NS(=O)(=O)c2ccc(Cl)s2)c1,.,-0.1,13,.,1,.,-6,5
c1ccc(OCCNc2ccn3nc(-c4cccs4)cc3n2)cc1,0.5,0.0,-1,64*,-10,-15,-68,-64
C[C@@H]1CCCCO[C@H](CN(C)S(C)(=O)=O)[C@@H](C)CN([C@H](C)CO)C(=O)c2cc(NC(=O)Nc3ccc(C(F)(F)F)cc3)ccc2O1,0.9,-0.9,.,0,15,1,-3,-18
N/C(=N\NC(=O)c1sccc1OCc1ccc(Cl)cc1Cl)c1ccccn1,.,0.3,.,.,-3,.,-11,0
CC(C)C(NC(=O)c1c(F)cccc1F)C(=O)N1CCN(S(=O)(=O)c2ccc(F)cc2)CC1 (stereo not given),-0.5,-0.2,-6,2,0,-6,2,-2
COC(=O)c1cc(S(=O)(=O)NCC2CCN(Cc3ccc(Cl)cc3)CC2)c[nH]1,.,-0.1,-1,-5,1,-5,-11,.
CN(CC(=O)Nc1ccccc1Cl)C(=O)Cn1cnc2ccccc2c1=O,2.0,0.0,4,-3,1,10,-10,1
CCC(=O)N1[C@@H]2c3ccc(-c4ccncc4)c(=O)n3C[C@@H]2[C@@H](CO)[C@@H]1C(=O)Nc1ccccc1,-1.3,0.2,.,-3,4,-1,9,0
C[C@H]1C=C(C(=O)O)O[C@@H](OCc2ccc(CO)cc2)C1,-0.1,0.1,1,-7,-24,-3,-3,4
COc1ccc(/C=C/C(=O)OCC(=O)N2CCCCCC2)cc1OC,-0.1,0.0,1,-4,-10,-2,-17,-1
O=C(Nc1ccc2c(c1)C(=O)N(c1ccccc1)C2=O)c1cccs1,.,0.0,0,.,0,.,2,4
CCN(CC)c1ccc(/C=N/N2CCN(Cc3cccc4ccccc34)CC2)c(O)c1,.,.,.,0,-6,5,-6,12
O=C(COC(=O)c1ccc(F)cc1F)NC1CC1,.,0.1,.,.,-12,.,4,-5
COc1ccc(-c2nc3cc([N+](=O)[O-])ccc3o2)cc1OC,.,0.0,.,.,1,.,-16,-56

# 4 compounds from above, showing only RAD54 branch, RAD52 anneal inh and E-selectin induc.
smiles	RAD54 branch	RAD52 anneal inh	E-selectin induc
C[C@H]1C=C(C(=O)O)O[C@@H](OCc2ccc(CO)cc2)C1	-3	-3	-0.1
COc1ccc(/C=C/C(=O)OCC(=O)N2CCCCCC2)cc1OC	-2	-17	-0.1
O=C(Nc1ccc2c(c1)C(=O)N(c1ccccc1)C2=O)c1cccs1	.	2	.
CCN(CC)c1ccc(/C=N/N2CCN(Cc3cccc4ccccc34)CC2)c(O)c1	5	-6	.

# Next records
SMILES,E-selectin induc,XiGFP reactiv,FN deposition inh,esBAF inh,S100A4 MyoIIA,RAD54 branch,RAD52 anneal inh,EWS-Fli block
Cc1cccn2c(=O)c(/C=C(\C#N)C(=O)NC3CCS(=O)(=O)C3)c(Oc3ccccc3Cl)nc12 (stereo not given),.,0.0,0,-1,3,1,-71,15
O=C(O)[C@H]1CCCC[C@H]1C(=O)Nc1ccc(S(=O)(=O)N2CCOCC2)cc1,.,0.0,-10,-4,-18,-1,-8,0
CCN(CC)c1ccc(/C=C/c2cccc[n+]2C)c(OC)c1,.,0.4,-94,-22,?,-333,i,11
CC(=O)SC1CC(=O)N(c2ccc(C(C)(C)C)cc2)C1=O (stereo not given),-1.0,-0.1,-2,-7,-4,4,-16,-9
Cc1cc(C(=O)N/N=C/c2ccc(Br)o2)n[nH]1,.,0.4,3,6,3,1,-9,-18
COc1ccc(CCn2c(=N)c(C(=O)NC3CCCC3)cc3c(=O)n4ccccc4nc32)cc1OC,.,0.3,-4,5,-5,-5,-23,-10
CCN1[C@@H]2Cn3c(ccc(-c4ccc(OC)cc4)c3=O)[C@H]1[C@@H](C(=O)NCC1CC1)[C@@H]2CO,-0.4,0.1,.,-1,4,-10,1,8
CC(NC(=O)CCN1C(=O)c2ccccc2S1(=O)=O)c1ccccc1 (stereo not given),0.4,0.0,-2,3,0,-8,0,-4
CC(=O)O[C@]1(C(C)=O)CC[C@H]2[C@@H]3C=C(Cl)C4=CC(=O)CC[C@]4(C)[C@H]3CC[C@@]21C,-0.4,0.2,4,7,-4,-15,2,16
Cc1ccc(S(=O)(=O)N/N=C/c2ccccc2F)cc1[N+](=O)[O-],.,0.0,5,9,1,-1,-12,-10

# One compound at a time, as listed above.
# Entry for `Cc1cccn2c(=O)c(/C=C(\C#N)C(=O)NC3CCS(=O)(=O)C3)c(Oc3ccccc3Cl)nc12` (stereo not given) → E-selectin induc = .; XiGFP reactiv = 0.0; FN deposition inh = 0; esBAF inh = -1; S100A4 MyoIIA = 3; RAD54 branch = 1; RAD52 anneal inh = -71; EWS-Fli block = 15
# Entry for `CCN1[C@@H]2Cn3c(ccc(-c4ccc(OC)cc4)c3=O)[C@H]1[C@@H](C(=O)NCC1CC1)[C@@H]2CO` → E-selectin induc = -0.4; XiGFP reactiv = 0.1; FN deposition inh = .; esBAF inh = -1; S100A4 MyoIIA = 4; RAD54 branch = -10; RAD52 anneal inh = 1; EWS-Fli block = 8

# Continuation.
SMILES,E-selectin induc,XiGFP reactiv,FN deposition inh,esBAF inh,S100A4 MyoIIA,RAD54 branch,RAD52 anneal inh,EWS-Fli block
C/C(=N\NC(=O)c1cc(-c2ccccc2C)nc2ccccc12)c1cccnc1,50*,-0.2,1,.,-1,-5,-4,4
NC(=O)[C@@H]1CCCN1C(=O)[C@@H](Cc1ccccc1)NC(=O)[C@H]1O[C@@H](n2ccc(=O)[nH]c2=O)[C@H](O)[C@@H]1O,-0.2,0.6,10,.,-6,.,1,-9
O=C(Nc1ccc(F)c(F)c1)C1CCCCC1,0.5,0.0,-3,3,-3,-8,-4,-1
C[C@H](NC(=O)C[C@H]1C[C@@H]2c3cc(NS(=O)(=O)c4ccc(F)cc4)ccc3O[C@@H]2[C@H](CO)O1)c1ccccc1,-0.1,0.1,3,2,-13,-5,14,-6
O=C(Nc1ccc(S(=O)(=O)Nc2ccccn2)cc1)c1ccccc1,0.2,-0.1,0,-1,-4,6,8,.
COCCNc1nc(Oc2cccc(F)c2)c2sccc2n1,0.0,0.2,12,-11,-24,-10,-10,3
CCCSc1oc(-c2ccco2)nc1S(=O)(=O)c1ccc(C)cc1,-0.4,0.0,1,2,-6,-2,-34,-15
CCN(CC)S(=O)(=O)c1ccc(C)c(NC(=O)CSc2nc3ccccc3[nH]2)c1,-0.1,0.0,2,1,-2,4,-8,-2
O=S(=O)(Nc1ccc(F)cc1)N1CCOCC1,.,0.1,-2,-2,-1,.,-4,-8
CC(C)C(NC(=O)c1ccco1)C(=O)OCC(=O)Nc1ccc(C(N)=O)cc1 (stereo not given),.,0.0,.,.,-5,.,-11,14
O=C(COC(=O)c1c[nH]c(=O)[nH]c1=O)Nc1ccccc1Br,2.9,.,8,5,-11,-8,-6,3
O=C(c1cccnc1)N1CC[C@@H]2[C@@H](CO)Nc3ccc(C#Cc4cccnc4)cc3[C@@H]21,0.1,0.4,-6,.,17,.,-2,.
O=C(COc1ccccc1)NCC(=O)N/N=C/c1ccc(Cl)cc1,-0.4,0.0,.,5,9,7,-9,.
CC(=O)c1cccc(OCc2cc(C(=O)N3C[C@H]4CC[C@H]3C4)no2)c1,.,0.0,-7,?,0,1,-2,.
C[C@@H]1CN([C@@H](C)CO)C(=O)Cc2cc(NC(=O)CCC(F)(F)F)ccc2O[C@@H]1CN(C)S(=O)(=O)c1cccs1,9.2,-0.5,.,7,-8,-3,-16,-6
O=S(=O)(c1cccc(F)c1)N1[C@@H]2CNC[C@H]1C2c1ccc(-c2ccc(F)cc2)cc1 (stereo not given in full),-0.5&0.0,0.1&0.1,-5&-12,.,-5&53,.,-45&-100,-10
O=C(CCS(=O)(=O)c1cc2c(cc1Cl)NC(=O)CO2)NCc1ccccc1,1.3,0.0,-2,-1,-4,-8,3,.
COc1ccc(OC)c(C2Nc3ccccc3NC3=C2C(=O)CC(C)(C)C3)c1 (stereo not given),.,0.0,1,-1,-6,-11,-41,10
O=C(C[C@H]1C[C@H]2c3cc(NC(=O)C4CCOCC4)ccc3O[C@H]2[C@@H](CO)O1)NCCN1CCCCC1,1.3,0.0,-5,-1,-4,-2,11,-13
Fc1ccccc1NC(=S)N(CCN1CCCCC1)Cc1ccco1,.,0.1,.,.,-4,.,-20,7
CCNc1ccc(S(=O)(=O)NCCN(C)C)cc1[N+](=O)[O-],0.0,-0.2,9,4,4,.,-2,0
O=C(Nc1ccc2c(c1)OCO2)c1cc(C2CCCN(C(=O)CCc3ccccc3)C2)on1 (stereo not given),-2.4,-0.1,5,37,-6,12,-4,-5
CCCN1C[C@H](C)[C@@H](OC)CN(C)C(=O)c2ccc(NS(=O)(=O)c3ccccc3)cc2OC[C@H]1C,-0.1,0.5,2,0,10,-5,-9,6
COc1ccccc1NC(=O)C1CC(C(C)C)OC1=O (stereo not given),-1.0,0.0,-8,.,-2,-10,8,7
CN(Cc1nc(-c2cnccn2)no1)CC1CCN(Cc2ccccc2)CC1,4.1,0.0,-5,1,-9,-2,-14,1
COc1cccc(NC(=O)N2CC[C@@H]3[C@@H](CO)N(C)c4ccc(-c5ccccc5)cc4[C@@H]32)c1,0.6,0.0,7,-4,5,4,10,7
CC(C)NC(=O)N(C)C[C@@H]1OCCCC[C@H](C)Oc2ccc(NC(=O)Nc3ccc(C(F)(F)F)cc3)cc2C(=O)N([C@@H](C)CO)C[C@@H]1C,.,-0.1,0,-2,-13,-8,-31,4

# Assay outcomes from PubChem.
